# High-throughput results: PubChem, Broad Institute
# NSD2 inh – blocks human NSD2 histone methyltransferase activity. O96028. NSD2-SET H3K36me1 DELFIA fluorescence, biochemical. inhibition, % at 12.5 µM. actives 0.07% (n = 44,000); in the data active = inhibition above about 54%, passing the limit was not always enough;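 also: inhibitors reduce the monomethyl H3K36 fluorescence signal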
# Target sequence (O96028 whole entry, looked up): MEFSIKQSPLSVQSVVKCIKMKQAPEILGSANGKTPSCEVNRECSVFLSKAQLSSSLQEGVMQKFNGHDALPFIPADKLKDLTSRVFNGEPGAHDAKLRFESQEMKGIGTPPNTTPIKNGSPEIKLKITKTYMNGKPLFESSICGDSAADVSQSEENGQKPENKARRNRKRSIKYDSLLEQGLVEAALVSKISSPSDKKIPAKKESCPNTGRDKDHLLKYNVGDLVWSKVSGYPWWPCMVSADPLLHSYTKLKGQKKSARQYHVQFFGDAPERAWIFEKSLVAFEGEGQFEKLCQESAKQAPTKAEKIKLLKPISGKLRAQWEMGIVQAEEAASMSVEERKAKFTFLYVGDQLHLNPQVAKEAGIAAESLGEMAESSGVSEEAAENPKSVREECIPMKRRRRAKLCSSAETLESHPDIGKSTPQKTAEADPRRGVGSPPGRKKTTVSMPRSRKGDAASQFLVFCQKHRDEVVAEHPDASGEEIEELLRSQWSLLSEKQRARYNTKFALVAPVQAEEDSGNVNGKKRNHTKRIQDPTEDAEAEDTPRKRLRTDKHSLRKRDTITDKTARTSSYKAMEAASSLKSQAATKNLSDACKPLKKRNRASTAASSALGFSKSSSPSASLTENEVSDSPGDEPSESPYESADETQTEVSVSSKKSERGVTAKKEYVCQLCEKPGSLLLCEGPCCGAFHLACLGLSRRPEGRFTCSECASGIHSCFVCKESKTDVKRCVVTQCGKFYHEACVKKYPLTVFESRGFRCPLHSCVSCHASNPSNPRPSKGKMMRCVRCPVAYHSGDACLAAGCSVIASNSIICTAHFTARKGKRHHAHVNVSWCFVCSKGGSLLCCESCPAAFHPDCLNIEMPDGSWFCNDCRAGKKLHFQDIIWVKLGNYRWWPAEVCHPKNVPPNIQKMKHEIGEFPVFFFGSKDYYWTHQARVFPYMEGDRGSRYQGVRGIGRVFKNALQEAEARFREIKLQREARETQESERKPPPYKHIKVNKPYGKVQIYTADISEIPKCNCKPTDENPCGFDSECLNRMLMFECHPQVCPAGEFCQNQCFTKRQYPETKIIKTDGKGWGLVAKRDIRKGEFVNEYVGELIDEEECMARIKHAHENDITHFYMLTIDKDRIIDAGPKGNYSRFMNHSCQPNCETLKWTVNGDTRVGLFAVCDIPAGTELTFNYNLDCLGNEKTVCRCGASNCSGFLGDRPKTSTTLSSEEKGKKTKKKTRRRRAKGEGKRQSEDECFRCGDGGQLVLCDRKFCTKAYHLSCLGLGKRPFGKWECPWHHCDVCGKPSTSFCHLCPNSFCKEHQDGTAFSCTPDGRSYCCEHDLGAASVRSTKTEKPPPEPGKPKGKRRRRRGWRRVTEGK
# Starred values were filed as active, the others as inactive. A portion of the library; rates above refer to the full screens.
C[C@@H]1CCCCO[C@@H](CN(C)C(=O)CCC(F)(F)F)[C@@H](C)CN([C@@H](C)CO)C(=O)c2cc(NC(=O)CCC(F)(F)F)ccc2O1
  NSD2 inh: -7

Cc1nc2n(c(=O)c1CCN1CCC(c3noc4cc(F)ccc34)CC1)CCCC2
  NSD2 inh: 0

Cc1noc(C)c1S(=O)(=O)Nc1ccc2c(c1)C(=O)N([C@H](C)CO)C[C@@H](C)[C@H](CN(C)C(=O)c1ccncc1)OCCCC[C@@H](C)O2
  NSD2 inh: -1

CCCC#Cc1ccc2c(c1)O[C@H](CN(C)C(=O)NCCC)[C@@H](C)CN([C@H](C)CO)S2(=O)=O
  NSD2 inh: 0

C[C@H]1CN([C@@H](C)CO)C(=O)c2cccc(NC(=O)Nc3ccc4c(c3)OCO4)c2O[C@H]1CN(C)Cc1ccccc1
  NSD2 inh: -13

COc1ccc(S(=O)(=O)N(C)C[C@@H]2Oc3c(NC(=O)c4ccncc4)cccc3C(=O)N([C@H](C)CO)C[C@H]2C)cc1
  NSD2 inh: 0

C[C@H]1CN([C@@H](C)CO)S(=O)(=O)c2ccc(C3=CCCC3)cc2O[C@H]1CN(C)Cc1ccccc1F
  NSD2 inh: 1

Cc1ccc(S(=O)(=O)Nc2ccc3c(c2)C(=O)N([C@H](C)CO)C[C@H](C)[C@@H](CN(C)C(=O)C2CCCCC2)OCCCC[C@@H](C)O3)cc1
  NSD2 inh: -1

C[C@@H]1CN([C@@H](C)CO)C(=O)CCCn2cc(nn2)CO[C@@H]1CN(C)S(=O)(=O)c1ccc(Cl)cc1
  NSD2 inh: 5

O=c1c2ccccc2nc(-c2cccs2)n1NCc1ccccc1F
  NSD2 inh: 0

CC(C)CC#Cc1ccc2c(c1)O[C@H](CN(C)C(=O)c1cccc(F)c1)[C@H](C)CN([C@H](C)CO)S2(=O)=O
  NSD2 inh: -8

C[C@@H]1CCCCO[C@@H](CN(C)Cc2ccncc2)[C@H](C)CN([C@@H](C)CO)C(=O)c2cc(NC(=O)CCC(F)(F)F)ccc2O1
  NSD2 inh: 13

C[C@@H]1CN([C@@H](C)CO)C(=O)c2cc(NC(=O)CCCCCC(=O)Nc3ccccc3N)ccc2O[C@H]1CN(C)S(=O)(=O)c1cccs1
  NSD2 inh: 4

Cc1ccccc1-c1cnc2c(c1)C(=O)N([C@H](C)CO)C[C@@H](C)[C@@H](CN(C)Cc1cncnc1)O2
  NSD2 inh: -2

C[C@H](CO)N1C[C@H](C)[C@H](CN(C)C(=O)Nc2cccc3ccccc23)Oc2ccc(NS(=O)(=O)c3ccc(Cl)cc3)cc2C1=O
  NSD2 inh: -3

C[C@@H]1CN([C@@H](C)CO)C(=O)c2cc(-c3ccc(F)cc3)cnc2O[C@@H]1CN(C)C(=O)Nc1ccccc1F
  NSD2 inh: -5

CCCCOC(=O)c1ccc(O)cc1
  NSD2 inh: 2

C[C@H](CO)N1C[C@H](C)[C@H](CN(C)C(=O)NC2CCCC2)Oc2ncc(C#CCN(C)C)cc2C1=O
  NSD2 inh: 1

C[C@H]1CN([C@@H](C)CO)C(=O)c2cc(C#CCN(C)C)cnc2O[C@@H]1CN(C)Cc1ccccn1
  NSD2 inh: 3

C=CC(C)(O)CC[C@H]1C(=C)CCC2[C@](C)(C(=O)O)CCC[C@@]21C (some centres not stated)
  NSD2 inh: 0

C[C@@H]1CN([C@@H](C)CO)C(=O)c2cc(-c3ccc(F)cc3)cnc2O[C@@H]1CN(C)CC1CCCC1
  NSD2 inh: 3

O=C(C[C@@H]1C[C@@H]2c3cc(NC(=O)Nc4ccccc4)ccc3O[C@@H]2[C@@H](CO)O1)NCc1cccnc1
  NSD2 inh: -3

Cc1noc(C)c1NC(=O)N(C)C[C@@H]1Oc2c(NC(=O)Nc3ccc(C(F)(F)F)cc3)cccc2C(=O)N([C@H](C)CO)C[C@@H]1C
  NSD2 inh: -6

C[C@@H]1CN([C@@H](C)CO)C(=O)c2cc(NS(C)(=O)=O)ccc2O[C@@H]1CN(C)S(=O)(=O)c1cn(C)cn1
  NSD2 inh: 1

C[C@@H]1CN([C@H](C)CO)C(=O)c2cccc(NS(C)(=O)=O)c2O[C@@H]1CN(C)Cc1ccncc1
  NSD2 inh: 9

Cc1ccc(S(=O)(=O)Nc2ccc3c(c2)C(=O)N([C@@H](C)CO)C[C@@H](C)[C@H](CN(C)Cc2ccccc2)OCCCC[C@H](C)O3)cc1
  NSD2 inh: 2

CC(C)NC(=O)Nc1ccc2c(c1)C(=O)N([C@@H](C)CO)C[C@H](C)[C@@H](CN(C)C(=O)Nc1ccc3c(c1)OCO3)OCCCC[C@@H](C)O2
  NSD2 inh: 4

COc1cccc(C(=O)NC(NCC2CCCO2)(C(F)(F)F)C(F)(F)F)c1 (configuration not stated)
  NSD2 inh: 5

Cc1noc(C)c1S(=O)(=O)Nc1ccc2c(c1)C(=O)N([C@H](C)CO)C[C@H](C)[C@@H](CN(C)C(=O)Nc1cccc3ccccc13)OCCCC[C@H](C)O2
  NSD2 inh: -3

C[C@@H]1CN([C@@H](C)CO)C(=O)c2cc(NC(=O)Nc3ccc(F)cc3)ccc2O[C@@H](C)CCCCO[C@H]1CN(C)Cc1ccc(Cl)c(Cl)c1
  NSD2 inh: 5

CCCNC(=O)N(C)C[C@H]1Oc2cc(C#CC3CC3)ccc2S(=O)(=O)N([C@@H](C)CO)C[C@@H]1C
  NSD2 inh: 2

CCCC#Cc1cnc2c(c1)C(=O)N([C@H](C)CO)C[C@H](C)[C@@H](CN(C)C)O2
  NSD2 inh: 0

C[C@@H]1CCCCO[C@H](CN(C)C)[C@@H](C)CN([C@@H](C)CO)C(=O)c2cc(NC(=O)Nc3ccc4c(c3)OCO4)ccc2O1
  NSD2 inh: 22

C[C@@H]1CN([C@H](C)CO)C(=O)c2cc(C3=CCCCC3)cnc2O[C@@H]1CN(C)C(=O)c1cccc(F)c1
  NSD2 inh: 0

C[C@H]1CN([C@@H](C)CO)C(=O)c2cc(NC(=O)c3ccncc3)ccc2O[C@H]1CN(C)C(=O)Nc1ccc(C(F)(F)F)cc1
  NSD2 inh: 0

COC(=O)c1c(-c2cc(OC)c(OC)c(OC)c2)c2ccnc(OCc3ncccn3)c2c(=O)n1Cc1ccnc(C)c1
  NSD2 inh: 1

COCCOC(=O)N1C(=O)[C@@]2(c3ccccc31)[C@H](c1ccc(O)cc1)N1[C@H](c3ccccc3)[C@H](c3ccccc3)OC(=O)[C@H]1[C@@H]2C(=O)N1CCc2cc(OC)c(OC)cc2C1
  NSD2 inh: -1

O=C(CCc1ccc(O)cc1)c1ccc(O[C@@H]2O[C@H](CO)[C@H](O)[C@H](O)[C@H]2O)cc1O
  NSD2 inh: 15

C[C@H](CO)N1C[C@H](C)[C@H](CN(C)Cc2ccc3c(c2)OCO3)Oc2ncc(-c3cccc(F)c3)cc2C1=O
  NSD2 inh: -3

Cc1noc(C)c1S(=O)(=O)N(C)C[C@H]1Oc2ccc(NS(=O)(=O)c3ccc(Cl)cc3)cc2CC(=O)N([C@H](C)CO)C[C@H]1C
  NSD2 inh: 1

C[C@H]1CN([C@@H](C)CO)S(=O)(=O)c2ccc(C3=CCCCC3)cc2O[C@H]1CN(C)C(=O)C1CCOCC1
  NSD2 inh: -9

COc1cc(/C=C/C(=O)O[C@@H]2C[C@@](O)(C(=O)O)C[C@@H](O)[C@@H]2O)ccc1O
  NSD2 inh: 12

COc1ccccc1C#Cc1ccc2c(c1)O[C@@H](CN(C)Cc1ccncc1)[C@@H](C)CN([C@H](C)CO)S2(=O)=O
  NSD2 inh: -3

COc1ccc(NC(=O)Nc2ccc3c(c2)C(=O)N([C@@H](C)CO)C[C@@H](C)[C@@H](CN(C)CC2CCCCC2)OCCCC[C@@H](C)O3)cc1
  NSD2 inh: 3

C[C@@H]1CCCCO[C@H](CN(C)C(=O)Nc2ccccc2)[C@H](C)CN([C@@H](C)CO)C(=O)c2cc(NS(=O)(=O)c3ccc(F)cc3)ccc2O1
  NSD2 inh: 4

COCC1=C([C@H](O)c2ccccc2)[C@H](CO)[C@@H]2C(=O)N(C)C(=O)[C@@H]2C1
  NSD2 inh: -4

O=C1CC(c2ccccc2)Cc2nc(NCc3ccco3)ncc21 (configuration not stated)
  NSD2 inh: -3

C[C@@H]1CN([C@H](C)CO)C(=O)c2cc(C#Cc3ccccc3)cnc2O[C@@H]1CN(C)CC1CCOCC1
  NSD2 inh: 3

C[C@@H]1CN([C@@H](C)CO)C(=O)Cc2cc(NS(=O)(=O)c3cccs3)ccc2O[C@H]1CN(C)Cc1ccc(C(F)(F)F)cc1
  NSD2 inh: -18

C[C@H]1CN([C@@H](C)CO)S(=O)(=O)c2ccc(-c3ccccc3)cc2O[C@H]1CN(C)C(=O)Cc1ccccc1
  NSD2 inh: -2

# A portion of the results above:
COCC1=C([C@H](O)c2ccccc2)[C@H](CO)[C@@H]2C(=O)N(C)C(=O)[C@@H]2C1
  NSD2 inh: -4

O=C1CC(c2ccccc2)Cc2nc(NCc3ccco3)ncc21 (configuration not stated)
  NSD2 inh: -3

C[C@@H]1CN([C@H](C)CO)C(=O)c2cc(C#Cc3ccccc3)cnc2O[C@@H]1CN(C)CC1CCOCC1
  NSD2 inh: 3

C[C@@H]1CN([C@@H](C)CO)C(=O)Cc2cc(NS(=O)(=O)c3cccs3)ccc2O[C@H]1CN(C)Cc1ccc(C(F)(F)F)cc1
  NSD2 inh: -18

# More results
Cc1noc(C)c1S(=O)(=O)Nc1ccc2c(c1)C(=O)N([C@@H](C)CO)C[C@@H](C)[C@@H](CN(C)S(=O)(=O)c1ccc(Cl)cc1)OCCCC[C@@H](C)O2
  NSD2 inh: 0

O=C(C1=C[C@@H](c2ccc3c(c2)OCO3)C[C@@H](OCCCCO)O1)N1CCN(Cc2ccc3c(c2)OCO3)CC1
  NSD2 inh: 2

Cc1ccc(-c2ccc3c(c2)O[C@H](CN(C)C(=O)NC(C)C)[C@H](C)CN([C@@H](C)CO)S3(=O)=O)cc1
  NSD2 inh: 2

C[C@@H]1CCCCO[C@H](CN(C)S(=O)(=O)c2cn(C)cn2)[C@@H](C)CN([C@H](C)CO)C(=O)c2cc(NC(=O)CCCN(C)C)ccc2O1
  NSD2 inh: -1

C[C@@H]1CN([C@H](C)CO)C(=O)Cc2cc(N(C)C)ccc2O[C@@H]1CN(C)CC1CC1
  NSD2 inh: 1

COCC#Cc1ccc2c(c1)O[C@@H](CN(C)S(C)(=O)=O)[C@@H](C)CN([C@@H](C)CO)S2(=O)=O
  NSD2 inh: -6

COCCOC(=O)C1=C(C)NC(C)=C(C(=O)OC(C)C)C1c1cccc([N+](=O)[O-])c1 (configuration not stated)
  NSD2 inh: 1

C[C@H](CO)N1C[C@H](C)[C@@H](CN(C)Cc2ccncc2)Oc2cc(Br)ccc2S1(=O)=O
  NSD2 inh: 4

C[C@H](CO)N1C[C@H](C)[C@H](CN(C)Cc2ccc(Oc3ccccc3)cc2)Oc2ccc(N(C)C)cc2C1=O
  NSD2 inh: -3

C[C@@H]1CN([C@H](C)CO)C(=O)c2cc(NC(=O)CCCN(C)C)ccc2O[C@@H]1CN(C)S(=O)(=O)c1cccs1
  NSD2 inh: 0

CNC[C@H]1OCCCC[C@@H](C)Oc2ccc(NC(=O)Nc3ccc(C(F)(F)F)cc3)cc2C(=O)N([C@@H](C)CO)C[C@H]1C
  NSD2 inh: 1

N/C(=N\c1nc(-c2cccs2)cc(C(F)(F)F)n1)Nc1cccc(Cl)c1
  NSD2 inh: -1

C[C@H](CO)N1C[C@H](C)[C@H](CN(C)S(C)(=O)=O)Oc2ccc(NC(=O)C3CC3)cc2CC1=O
  NSD2 inh: 3

C[C@H](CO)N1C[C@H](C)[C@@H](CN(C)S(=O)(=O)c2cccs2)Oc2c(NC(=O)c3cnccn3)cccc2C1=O
  NSD2 inh: -2

Cc1noc(C)c1NC(=O)Nc1ccc2c(c1)C(=O)N([C@@H](C)CO)C[C@H](C)[C@H](CN(C)C(=O)Nc1c(C)noc1C)O2
  NSD2 inh: 4

COc1ccc(NC(=O)N[C@H]2C=C[C@H](CC(=O)NC3CCC3)O[C@H]2CO)cc1
  NSD2 inh: 3

C[C@H]1CN([C@@H](C)CO)C(=O)Cc2cc(NS(=O)(=O)c3ccccc3)ccc2O[C@@H]1CN(C)S(=O)(=O)c1cccs1
  NSD2 inh: 0

CNC[C@H]1Oc2c(NS(=O)(=O)c3ccc(F)cc3)cccc2C(=O)N([C@H](C)CO)C[C@H]1C
  NSD2 inh: 4

C/C=C/c1ccc2c(c1)O[C@@H](CN(C)S(C)(=O)=O)[C@H](C)CN([C@H](C)CO)S2(=O)=O
  NSD2 inh: 4

C[C@@H]1CN([C@H](C)CO)C(=O)Cc2cc(NC(=O)Cn3cnnn3)ccc2O[C@H]1CN(C)Cc1ccc(C(=O)Nc2ccccc2N)cc1
  NSD2 inh: -1

COc1cccc(-c2cnc3c(c2)C(=O)N([C@H](C)CO)C[C@@H](C)[C@@H](CN(C)CC2CCOCC2)O3)c1
  NSD2 inh: -11

CNC[C@@H]1Oc2ccc(NC(=O)CCN3CCOCC3)cc2C(=O)N([C@H](C)CO)C[C@@H]1C
  NSD2 inh: 3

COc1ccc(CN(C)C[C@H]2OCCCC[C@@H](C)Oc3ccc(NC(=O)c4ccccc4)cc3C(=O)N([C@@H](C)CO)C[C@H]2C)cc1
  NSD2 inh: 2

COc1ccc(S(=O)(=O)Nc2cccc3c2O[C@@H](CN(C)Cc2ccc(Oc4ccccc4)cc2)[C@H](C)CN([C@@H](C)CO)C3=O)cc1
  NSD2 inh: -3

COc1ccc(C#Cc2ccc3c(c2)O[C@H](CN(C)C(=O)c2ccccn2)[C@H](C)CN([C@@H](C)CO)S3(=O)=O)cc1
  NSD2 inh: -13

C[C@H](CO)N1C[C@H](C)[C@H](CN(C)S(=O)(=O)c2ccc(F)cc2)Oc2ccc(NS(=O)(=O)c3ccc(F)cc3)cc2C1=O
  NSD2 inh: 4

COc1ccc(S(=O)(=O)Nc2cccc3c2O[C@H](CN(C)S(=O)(=O)c2cccs2)[C@@H](C)CN([C@H](C)CO)C3=O)cc1
  NSD2 inh: -2

Cc1ccccc1/C=C1\Sc2ccccc2N(CC(=O)NC(C)c2ccccc2)C1=O (configuration not stated)
  NSD2 inh: -68

C[C@@H]1CN([C@H](C)CO)C(=O)c2cccc(NC(=O)C3CCOCC3)c2O[C@@H]1CN(C)C(=O)Nc1ccccc1
  NSD2 inh: 0

C[C@@H]1CN([C@H](C)CO)C(=O)c2cc(NC(=O)CCC(F)(F)F)ccc2O[C@@H](C)CCCCO[C@@H]1CN(C)Cc1ccncc1
  NSD2 inh: 8

c1ncc(CC2CCNCC2)[nH]1
  NSD2 inh: -4
